Screening data deposited in PubChem BioAssay by National Center for Advancing Translational Sciences (NCATS).
A549 viability = counter-screen for Nrf2 inhibitors: cytotoxicity in A549 cells. A549 ARE-Fluc cells, CellTiter-Fluor viability, 18-24 h. Potency, µM (doses to about 46 µM), for inactives: at the top dose activity change, negative = cytotoxicity, hits mostly inhibitors. 390,000 tested, 0.16% active. AID 504648; note: potency is the fitted concentration of half-maximal effect; % is set by controls: 0 for no effect and ±100 for the full control effect
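A549 ARE_Fluc cells in 5% FBS OPTI-MEM were exposed to compounds in concentration-response for 18-24 h at 37 deg C. Viability was read by CellTiter-Fluor fluorescence (Ex 405/Em 525) after 30 min, before the luciferase read.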
Nrf2 ARE act = activates Nrf2 signaling. AID 624171. Potency, µM (series often up to 46.1 µM), for the others: top-dose activation, actives largely listed as activators. 410,000 tested, 0.31% active. AREc32 ARE-luciferase reporter (MCF7-derived line), luminescence, 24 h; note: potency is the fitted concentration of half-maximal effect; % of control where 0% means no effect; nearly all actives have a fitted effect of over 65% in size
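For detection, Steady-Glo was added and plates sat 30 min at RT; before that, AREc32_Fluc cells grown overnight in OPTI-MEM/5% FBS had been treated with 23 nL compound for 24 hr at 37 deg C.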
TGFb inhibitor = TGF-b pathway inhibition | Potency, µM (highest dose often 46.1 µM), without a hit: at the top dose activity, negative = inhibition, hits mostly inhibitors | 410,000 tested, 1.2% active | HepG2 CAGA-GFP TGF-b/SMAD3 reporter, GFP fluorescence, 18 h; TGF-beta stimulated, 500 pg/mL final; note: potency is the fitted concentration of half-maximal effect; % is set by controls: 0 for no effect and ±100 for the full control effect; nearly all actives have a fitted effect of over 65% in size
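HEPG2 CAGA-GFP, 1000 cells/well; 2 h settle, 37 C; cpd via pin tool; TGF-b 500 pg/mL final; 18 h, 37 C; GFP imaging ex488/em500-530; %Activity normalised to -TGF-b and +DMSO controls; CRC fit, curve class.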
Nrf2 inh = Nrf2 pathway inhibition. A549 ARE-Fluc reporter, luciferase luminescence, 18-24 h. Potency, µM (doses to about 46 µM), inactives show at the top dose activity change, negative = inhibition, actives largely listed as inhibitors. 360,000 tested, 2.1% active. AID 504444; note: potency is the fitted concentration of half-maximal effect; % is set by controls: 0 for no effect and ±100 for the full control effect; nearly all actives have a fitted effect of over 60% in size
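Cells were seeded and rested 2 h, then exposed to compounds for 18-24 h. CellTiter-Fluor was read first as a viability measure. BugLite was added 15 min before the final luminescent read of ARE-luciferase activity in A549 cells.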
ATXN viability = reduces viability in counter-screen for ATXN expression inhibitors. S2 cells (HEK-293 line with an ATXN2-luciferase reporter) viability, CellTiter-Fluor protease fluorescence, 24 h. Potency, µM (highest dose often 56.7 µM), actives largely listed as cytotoxic. AID 651635. 400,000 tested, 0.49% active; note: potency is the fitted concentration of half-maximal effect; nearly all actives have a fitted effect of over 40% in size
HepG2 viability = counter-screen for TGF-b inhibitors: cytotoxicity in HepG2 cells; HepG2 CAGA-GFP viability, ATP luminescence, 18 h; Potency, µM (doses to about 46.1 µM), without a hit: at the top dose activity change, negative = cytotoxicity, most hits filed as cytotoxic; 410,000 tested, 0.76% active; AID 588856; note: potency is the fitted concentration of half-maximal effect; some results filed as inactive show a strong effect at the top dose
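HepG2 CAGA-GFP cells (1000/well, DMEM with 1% FBS) received compound, then TGF-beta at 500 pg/mL final, and were incubated 18 hours at 37 degrees C. Viability was read by CellTiter-Glo luminescence. Media-only wells were set as complete cell-killing and DMSO as no toxicity.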
ATXN2 expr inh = inhibitors of ATXN2 expression; HEK-293 ATXN2-luciferase reporter, luminescence, 24 h; Potency, µM (highest dose often 57 µM), for the others: at the highest dose activity change, negative = inhibition, most hits filed as inhibitors; 360,000 tested, 0.72% active; AID 1745845; note: potency is the fitted concentration of half-maximal effect; % is set by controls: 0 for no effect and ±100 for the full control effect; nearly all actives have a fitted effect of over 55% in size
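ATXN2-luciferase reporter cells (luciferase flanked by upstream and downstream ATXN2 gene portions) were treated 24 h at 37 °C with compounds at up to 57 uM. SteadyGlo luminescence gave expression; GF-AFC fluorescence gave viability.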
MCF10A rereplic = DNA re-replication induction in MCF 10a cells. Potency, µM (highest dose often 46.1 µM), without a hit: at the highest dose activity, positive = re-replication, usual class: activators. AID 624296. MCF 10A DNA re-replication, Hoechst nuclear intensity, 48 h. 350,000 tested, 2.9% active; note: potency is the fitted concentration of half-maximal effect; % of control where 0% means no effect; nearly all actives have a fitted effect of over 50% in size
IL-1B inflam inh = inhibitors of inflammasome signaling (IL-1 beta secretion); THP-1 LPS/ATP IL-1B secretion, AlphaLISA, 16 h; hits give low values; activity change, % at 57.5 µM; 360,000 tested, 4.7% active; AID 743279; in the data active = activity change below about -50%; inconclusive = mostly about -30% to -49%; note: % is set by controls: 0 for no effect and ±100 for the full control effect
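Secreted IL-1B measured by AlphaLISA bead assay after 16 h compound exposure of THP-1 cells; compounds (final up to 57.5 uM) added 1 h before LPS (250 ng/mL) and ATP (1.25 mM) stimulation; lower signal means less secretion.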
Active calls of the source: *; i = inactive; ? = inconclusive; nt = no result given; [ ] = dose if it differs, or a comment. Unless noted, calls come from the whole dose curve; as a rule, active = well fitted curve in the direction sought with a large enough effect; inconclusive = small, poorly fitted or top-dose-only effect, or another doubt; inactive = no such curve, though single readings can be large; an effect the other way counts as inactive or inconclusive.

Start of the data: the first 3 compounds as a preview:
SMILES	A549 viability	Nrf2 ARE act	TGFb inhibitor	Nrf2 inh	ATXN viability	HepG2 viability	ATXN2 expr inh	MCF10A rereplic	IL-1B inflam inh
COc1cc(NC(=S)NCCCN2CCOCC2)cc(OC)c1OC	0%	-0.4%	-6%	-3%	i	-11%	14%	4%	0
CCOC(=O)COn1c(=O)c(-c2ccc(C)cc2)[n+]([O-])c2ccccc21	-1%	0.6%	-5%	?	i	3%	nt	-7%	7
Cc1ccccc1NC(=O)NC(C)(C)CC(C)(C)C	-10%	-0.5%	-25%	-15%	i	-36%	nt	-3%	36

The listing (from the top)
SMILES	A549 viability	Nrf2 ARE act	TGFb inhibitor	Nrf2 inh	ATXN viability	HepG2 viability	ATXN2 expr inh	MCF10A rereplic	IL-1B inflam inh
COc1cc(NC(=S)NCCCN2CCOCC2)cc(OC)c1OC	0%	-0.4%	-6%	-3%	i	-11%	14%	4%	0
CCOC(=O)COn1c(=O)c(-c2ccc(C)cc2)[n+]([O-])c2ccccc21	-1%	0.6%	-5%	?	i	3%	nt	-7%	7
Cc1ccccc1NC(=O)NC(C)(C)CC(C)(C)C	-10%	-0.5%	-25%	-15%	i	-36%	nt	-3%	36
Cc1[nH]n(-c2ccccc2)c(=O)c1C(C[N+](=O)[O-])c1ccc(Cl)cc1 (stereo unspecified)	2%	?	-22%	2%	i	-10%	-20%	?	-14
COc1ccc(/C=C2/Sc3ccc(C(=O)N4CCc5ccccc5C4)cc3NC2=O)cc1	-1%	-0.3%	-1%	-25%	i	-27%	2%	15%	16
O=C(Nc1cccnc1)c1cc(-c2ccccc2O)on1	0%	3.1%	-17%	0%	i	-4%	nt	?	19
Cc1ccc(NC(=O)c2ccc(OCc3c(C)noc3C)cc2)cc1C	?	1.6%	9%	18µM*	i	-24%	-29%	9%	-88*
CCC(CC)C(=O)NCc1ccccc1Cl	-1%	0.1%	1%	9%	i	-16%	4%	0%	-10
COc1ccc(-n2nc(C(=O)NCC(=O)Nc3ccccn3)c3ccccc3c2=O)cc1	?	2.8%	35%	?	?	0%	-21%	?	29
OC(CN1CCN(Cc2ccccc2)CC1)Cn1c2ccccc2c2ccccc21 (stereo unspecified)	9%	3.0%[9.22 µM]	?	-7%	i	-59%	-15%	?	-28
COc1ccc(NC(=O)CSc2nc3ccccc3nc2N2CCCC2)c(OC)c1	-2%	-0.7%	4%	-3%	i	-2%	2%	14%	7
CN(C)c1ccc(/C=N/NC(=O)c2cccc(N3CCCC3=O)c2)cc1	-1%	0.5%	1%	-3%	nt	-14%	18%	?	0
O=C(c1ccco1)N1CCN(C(=S)Nc2ccc(F)cc2)CC1	11%	0.4%	-1%	-19%	i	-5%	8%	10%	?
Cc1c(Cl)cccc1NS(=O)(=O)c1ccc2c(c1)C1C=CCC1C(c1ccc(C(=O)O)cc1)N2 (stereo unspecified)	-15%	0.5%	-16%	-15%	i	0%	-14%	-1%	-21
CCCCn1c(CCc2ccccc2)nc2cc3[nH]c(=O)c(C(C)C)nc3cc21	-1%	2.7%	?	?	i	-34%	-3%	?	-5
CCCc1ccc(OCc2ccc(C(=O)N3CCCC3)o2)cc1	-3%	4.3%	?	?	i	-35%	-32%	0%	19
COc1ccncc1-c1ccccc1C1=CC(=O)CC(C)(C)C1=O	nt	-0.5%	9%	nt	i	1%	0%	nt	17
O=C(OCC(=O)N1CCCc2ccccc21)c1cnc(Cl)c(Cl)c1	-2%	?	12%	-11%	i	0%	-2%	-3%	-85*
CC(NC(=O)c1cccc(S(=O)(=O)N2CCN(Cc3ccccc3)CC2)c1)c1ccc(Br)cc1 (stereo unspecified)	1%	2.8%	-2%	?	i	-4%	9%	?	-5
CC(=O)Nc1nc(C)c(Cc2ccccc2)c(=O)[nH]1	0%	-0.4%	8%	3%	i	-9%	2%	?	2
Cc1noc(C)c1C(=O)Nc1nc(-c2cccs2)cs1	11%	16µM*	-17%	?	i	-3%	nt	8%	-6
Cc1cc(C)c(NC(=O)CSCc2c(C)noc2C)c(Cl)c1	-1%	3.6%	0%	-1%	i	0%	5%	?	?
CCn1c(=O)cc(SCC(=O)N2CCN(C(=O)c3ccco3)CC2)c2ccccc21	16%	20%	7%	?	i	-30%	91%[activator]	?	-52*
O=C(O)CCN1C(=O)c2ccc(NC(=O)CCc3ccccc3)cc2C1=O	0%	-0.6%	6%	-27%	i	10%	nt	2%	7
CC(=O)Nc1ccc(SC[C@H](Cc2ccccc2)N2CCN(CCc3ccccc3)CCC2=O)cc1	-3%	3.4%	?	0%	?	-10%	-14%	?	-27
N/C(=N\OC(=O)C1CCCCC1)c1ccc(Cl)cc1	-2%	-0.2%	1%	?	i	10%	41%[activator]	3%	-24
Cc1ccc(C)c(NC(=O)C(C)CC2COCCO2)c1 (stereo unspecified)	-2%	-0.6%	-6%	6%	?	1%	-7%	0%	0
CNC(=O)CCCN1C(=O)c2cccnc2Sc2ccccc21	7%	-0.6%	-2%	0%	i	1%	-10%	nt	nt
Cc1cc(C)nc(SCC(=O)N(C)CC(=O)Nc2c(Cl)cccc2Cl)n1	-4%	0.0%	8%	4%	i	8%	-1%	29%	-7
COc1cc([N+](=O)[O-])c2ncccc2c1	-7%	nt	0%	-3%	nt	16%	nt	nt	nt
CCCCCn1c(S(=O)(=O)O)nc2ccccc21	-5%	-0.8%	-15%	-17%	i	-17%	0%	-2%	6
O=C(Cn1nc(C(F)(F)F)c2c1CCC2)Nc1ccc(Cl)cc1	4%	-0.5%	?	?	?	-47%	?	nt	nt
CCOC(=O)C1CCN(C(=O)c2cnn3c(C)cc(C)nc23)CC1	-12%	4.7%	3%	-9%	i	-4%	4%	1%	16
CCNc1nc2nonc2nc1NCC	-1%	-0.1%	-14%	-15%	i	0%	3%	-5%	18
COc1ccc(N2CCN(C(=O)C3CCN(S(=O)(=O)c4cn(C)cn4)CC3)CC2)cc1	3%	0.7%	5%	nt	nt	1%	nt	nt	nt
O=C(CN1C(=O)C2C3CCC(C3)C2C1=O)OCC(=O)c1cccc([N+](=O)[O-])c1 (stereo unspecified)	2%	-0.4%	3%	4%	i	1%	nt	-3%	2
Cc1sc2ncn(/N=C/c3cn(-c4ccccc4)nc3-c3ccccc3)c(=O)c2c1C	-4%	nt	-4%	1%	nt	-16%	nt	nt	nt
Cn1ccnc1SCc1ccc([N+](=O)[O-])cc1	4%	0.4%	27%	nt	i	-2%	11%	20%	26
O=C1CC(C(=O)Nc2ccc(C(=O)O)cc2)C(c2ccccc2)O1 (stereo unspecified)	6%	-0.1%	-2%	22%	i	6%	6%	3%	4
O=C(NCc1ccccc1OC(F)(F)F)C1CCC(=O)N(Cc2ccccn2)C1 (stereo unspecified)	4%	0.1%	5%	12%	i	2%	-2%	10%	14
COc1ccc(S(=O)(=O)NCCC(=O)NCc2cccs2)cc1	10%[1.84 µM]	-0.2%	-5%	26%	i	2%	1%	1%	39
COc1ccccc1-c1c(C(F)(F)F)oc2cc(OC(=O)c3cccc([N+](=O)[O-])c3C)ccc2c1=O	-22%	-0.4%	2%	?	i	3%	-14%	?	6
Cc1c(NC(=O)c2cc3ccccc3oc2=O)c(=O)n(-c2ccccc2)n1C	-4%	4.4%	-4%	22%	i	1%	51%[activator]	-4%	5
COc1ccc2c(c1OC)C(C1c3c(cc4c(c3OC)OCO4)CCN1C)OC2=O (stereo unspecified)	-19%	-0.1%	-3%	-27%	i	-1%	3%	?	22
CC(C)n1nnnc1C1c2ccccc2C(=O)N1Cc1cccc(F)c1 (stereo unspecified)	nt	-1.2%	nt	nt	i	nt	4%	nt	35
Cc1cccc(-c2noc(CCCC(=O)NCc3ccco3)n2)c1	-7%	8.8%	-9%	-1%	nt	-12%	nt	nt	nt
O=C(CSc1nc2ccccc2n1CC(=O)N1CCCC1)Nc1nccs1	0%	-0.3%	17%	1%	?	1%	0%	-6%	2
C=Cc1ccc(Cn2c(C(=O)O)c(CNC3CCCCC3)c3ccc(OC)cc32)cc1	?	2.7%	-14%	?	?	-11%	16%	nt	nt
C=CCn1c(SCc2ccccc2C#N)nnc1-c1ccccc1O	2%	0.3%	10%	12%	i	8%	5%	1%	-1
CCOc1ccccc1NC(=O)N1CCCc2ccccc21	10%	0.3%	-25%	0%	i	-3%	4%	0%	-6
COc1ccc(C(NC(=O)c2ccc(-c3ccccc3)cc2)c2ccccc2)cc1 (stereo unspecified)	-3%	0.2%	13%	4%	?	1%	-9%	5%	5
CCOc1ccc(NC(=O)c2cc(Cl)nc3ccccc23)cc1	-10%	-1.1%	3%	-23%	i	4%	-14%	?	32
CC(C)CCN1CCC(n2nccc2NC(=O)C2CCOC2)CC1 (stereo unspecified)	-1%	-0.6%	0%	20%	i	4%	8%	3%	-6
O=C(COC(=O)c1cccc(F)c1)Nc1cccc(S(=O)(=O)N2CCOCC2)c1	nt	-0.2%	1%	nt	i	14%	nt	nt	0
O=C(NCCCC(=O)N1CCOCC1)c1cccnc1	0%	0.1%	1%	nt	i	-4%	-2%	2%	0
COc1ccc(N2CCN(c3nc(NCCc4ccc(OC)c(OC)c4)nc(OC)n3)CC2)cc1	-12%[1.84 µM]	-0.3%	?	?	?	-72%	28µM*	?	?
O=C(Nc1ccccc1)C(Cc1cccs1)c1nn[nH]n1 (stereo unspecified)	4%	0.1%	0%	8%	i	-15%	1%	-1%	1
CCOC(=O)N1CCC(c2cc(=O)n3[nH]ccc3n2)CC1	-8%	-1.7%	-4%	-11%	i	3%	7%	-3%	19
